CHO parental Ca: ATP-evoked calcium signal inhibitors, parental CHO, primary screen, counter-screen for OX1R antagonist project, cell-based, fluorescence, Fluo-8 calcium dye; inhibition, % at 5.6 µM; parental CHO-K1, ATP-induced calcium, Fluo-8 fluorescence; 330,000 tested, 0.63% active;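 active = inhibition above that plate's mean sample inhibition plus 3 SD, cut at about 26% in these data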;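 note: 0% = ATP-challenged DMSO wells and 100% = DMSO wells without ATP; some compounds past the cut are filed as inactive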
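Test system: parental CHO cells; detection: calcium-sensitive Fluo-8 fluorescence; evaluation: percent inhibition of calcium signal; also added: ATP as calcium-mobilizing challenge; repeats: one well per compound; control set: ATP-challenged DMSO wells low, unchallenged DMSO wells high; compound: single nominal dose of 5.6 µM per compound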
V1R ag counter: agonists of human V1a receptor, primary screen, counter-screen for OXTR agonist project, fluorescence, CHO-V1R cells; Vasopressin V1a receptor (Homo sapiens), P37288; Fluo-8 calcium fluorescence, agonist mode; 0% DMSO, 100% 3 nM vasopressin; activation, % at 3 µM; 320,000 tested, 0.25% active; AID 2797, 2010;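 active = activation above the mean activation of all tested compounds plus 3 SD, per screening run, cut at about 20% in these data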;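 note: signal is peak over basal fluorescence ratio across a 100 second FLIPR read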
Target sequence (P37288 whole entry, looked up): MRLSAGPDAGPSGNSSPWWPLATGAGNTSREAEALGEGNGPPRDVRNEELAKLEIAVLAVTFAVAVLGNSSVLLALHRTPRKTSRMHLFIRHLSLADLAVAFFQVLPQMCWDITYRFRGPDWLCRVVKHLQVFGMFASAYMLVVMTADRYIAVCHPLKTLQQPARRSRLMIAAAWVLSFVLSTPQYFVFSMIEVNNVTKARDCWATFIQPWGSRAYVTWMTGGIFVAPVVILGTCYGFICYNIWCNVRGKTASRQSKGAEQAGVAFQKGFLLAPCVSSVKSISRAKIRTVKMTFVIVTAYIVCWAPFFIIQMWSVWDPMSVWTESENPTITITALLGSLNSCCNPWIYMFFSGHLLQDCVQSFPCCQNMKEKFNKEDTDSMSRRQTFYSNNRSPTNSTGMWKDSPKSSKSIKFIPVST
CHO-K1 Ca PAM: nonselective calcium activators in parental CHO-K1 cells, primary screen, counter-screen for M1 PAM project, cell-based, Fluo-8 calcium fluorescence, full deck, 1536-well | ATP EC20; 0% at ATP EC20, 100% at ATP max | 360,000 tested, 0.02% active | AID 602247, 2012 | activation, % at 3 µM;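 active = activation above the run cutoff, the mean activation of all test compounds plus 3 SD, cut at about 40% in these data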;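 note: peak over basal fluorescence ratio in a 140 s read after ATP addition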
M1 ag parental: counter-screen for M1 agonists: effect in parental CHO-K1 cells; Fluo-8 calcium fluorescence; scaled to maximal ATP response, vehicle zero; activation, % at 3 µM; 360,000 tested, 0.48% active; AID 602248, 2012; in the data active = activation above about 15%;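 note: untransfected CHO-K1 host cells lacking M1 receptor as counterscreen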
OXTR agonist: human OXTR agonists, primary screen, fluorescence, CHO-OTR cells, Fluo-8 calcium; Fluo-8 calcium fluorescence; normalized: DMSO 0%, oxytocin 100%; activation, % at 3 µM; 320,000 tested, 0.32% active; AID 2435, 2010;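 active = activation above the mean of all tested compounds plus 3 SD, cutoff set per screening run, cut at about 20% in these data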;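 note: peak over basal fluorescence ratio from a 100 s FLIPR kinetic read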
GPR7 antagonist: GPR7 receptor antagonists, primary screen, cell-based, fluorescence, single concentration | Neuropeptides B/W receptor type 1 (Homo sapiens), P48145 | GPR7-expressing cells, fluorescence antagonist assay | inhibition, % at 4.4 µM | 290,000 tested, 1.1% active | AID 1861, 2009; in the data active = inhibition above about 16%, passing the limit was not always enough;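 note: cells stimulated with the agonist NPW; 0% = agonist with vehicle and 100% = vehicle without agonist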
Target sequence (P48145 whole entry, looked up): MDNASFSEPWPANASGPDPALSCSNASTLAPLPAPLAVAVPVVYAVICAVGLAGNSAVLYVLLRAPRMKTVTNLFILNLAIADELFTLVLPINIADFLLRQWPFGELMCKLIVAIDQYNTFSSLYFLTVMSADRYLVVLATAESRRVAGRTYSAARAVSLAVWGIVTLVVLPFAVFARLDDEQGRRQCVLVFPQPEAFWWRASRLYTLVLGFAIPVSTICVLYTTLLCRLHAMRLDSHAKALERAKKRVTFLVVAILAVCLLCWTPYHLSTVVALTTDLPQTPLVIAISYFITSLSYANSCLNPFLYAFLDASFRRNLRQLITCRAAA
OXTR potentiator: human OXTR potentiators, primary screen, fluorescence, CHO-OTR cells, Fluo-8 calcium. Oxytocin receptor (Homo sapiens), P30559. Fluo-8 calcium fluorescence, potentiator mode; 0% = oxytocin EC15, 100% = EC100. activation, % at 3 µM. 320,000 tested, 0.061% active. AID 2445, 2010;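 active = activation above that plate's cutoff, the mean activation of tested compounds plus 3 SD, cut at about 6.6% in these data, passing the limit was not always enough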;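 note: 100% uses oxytocin at 75 nM as the full agonist control; some results filed as inactive read as strong as hits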
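Assay system: CHO-OTR cells, human receptor / Also added: oxytocin at about EC15, sub-maximal agonist stimulus / Dosing: single dose, 3.0 µM nominal final compound concentration / Incubation: 6 min pre-incubation, 100 s read / Technique: Fluo-8 calcium dye fluorescence / Read-out: % activation vs EC15 and EC100 oxytocin / Benchmarks: EC15 oxytocin low, 75 nM oxytocin high / Replicates: singlicate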
TAAR1 antag: human TAAR1 antagonists, primary screen, Fluo-8 calcium fluorescence, CHO RD-HGA16 cells | Trace amine-associated receptor 1 (Homo sapiens), Q96RJ0 | antagonist | inhibition, % at 3 µM | 360,000 tested, 1.5% active | AID 624466, 2012;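 active = inhibition above a per-plate cutoff, the mean inhibition of test compounds on that plate plus 3 SD, cut at about 49% in these data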;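 note: 0% = DMSO plus EC80 beta-PEA response and 100% = DMSO alone without agonist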
Target sequence (Q96RJ0 whole entry, looked up): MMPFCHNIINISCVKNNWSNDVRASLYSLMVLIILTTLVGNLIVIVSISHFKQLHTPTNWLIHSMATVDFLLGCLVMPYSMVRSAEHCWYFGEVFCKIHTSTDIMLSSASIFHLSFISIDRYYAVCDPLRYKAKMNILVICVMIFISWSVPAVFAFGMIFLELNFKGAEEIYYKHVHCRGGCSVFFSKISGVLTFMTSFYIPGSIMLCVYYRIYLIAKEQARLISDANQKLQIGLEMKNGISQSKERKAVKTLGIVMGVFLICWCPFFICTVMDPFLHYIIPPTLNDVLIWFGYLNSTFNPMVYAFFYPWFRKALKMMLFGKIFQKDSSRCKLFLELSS
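System: CHO RD-HGA16 cells bearing hTAAR1. Reagent: EC80 β-phenethylamine stimulus. Schedule: seeding 17-24 h prior, 75-min 37 °C, 30-min RT dye loading. Signal: Fluo-8 intracellular calcium dye fluorescence, real-time kinetic reads. Read-out: % inhibition from peak post-agonist over basal fluorescence ratio. Benchmarks: vehicle wells and EC80 agonist wells. Replicates: n of 1.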
CHO-K1 Ca antag: M1 antagonist counterscreen hit in parental CHO-K1 cells | ATP-induced calcium, Fluo-8 fluorescence | inhibition, % at 3 µM | 360,000 tested, 0.6% active | AID 602250;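 active = inhibition above a per-plate cutoff, the plate's mean sample inhibition plus 3 SD, cut at about 24% in these data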;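 note: 0% = DMSO plus EC80 ATP and 100% = DMSO alone without ATP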
* hit, by the source's call; x = no result given.

The opening 2 entries, to show the layout:
SMILES	CHO parental Ca	V1R ag counter	CHO-K1 Ca PAM	M1 ag parental	OXTR agonist	GPR7 antagonist	OXTR potentiator	TAAR1 antag	CHO-K1 Ca antag
Cc1ccc(Oc2ccc(-c3nc(N)nc(N)n3)cc2)cc1	-1	2.2	8	1.2	0.3	-7	-17	10	4
CS(=O)(=O)N1CCc2cc(NC(=O)c3ccc(Cl)cc3Cl)ccc21	2	3.4	18	2.9	2.6	-4	-7	7	1

The whole of this part, previewed entries included:
SMILES	CHO parental Ca	V1R ag counter	CHO-K1 Ca PAM	M1 ag parental	OXTR agonist	GPR7 antagonist	OXTR potentiator	TAAR1 antag	CHO-K1 Ca antag
Cc1ccc(Oc2ccc(-c3nc(N)nc(N)n3)cc2)cc1	-1	2.2	8	1.2	0.3	-7	-17	10	4
CS(=O)(=O)N1CCc2cc(NC(=O)c3ccc(Cl)cc3Cl)ccc21	2	3.4	18	2.9	2.6	-4	-7	7	1
CCCCn1c(=S)[nH]c2c(=O)n(C)c(=O)n(C)c21	x	x	19	0.6	x	x	x	-9	-11
COc1cccc([C@@H]2CC=C(C(=O)O)[C@H](c3ccc(Br)cc3)N2S(=O)(=O)c2ccc(C)cc2)c1	-18	0.7	1	0.5	1.2	x	-3	8	-4
COc1cccc(CN(C)c2nc(-c3cccs3)nc3ccccc23)c1	-10	3.4	1	-0.3	1.1	-1	-7	3	-4
CCCCc1ccc(/C=C2\C(=O)ON=C2c2ccccc2)s1	-8	0.7	16	1.7	0.2	-8	-6	-10	-7
Cc1nc(C(F)(F)F)ccc1C(=O)N1CCC1(C)C(=O)NS(=O)(=O)c1cccc(C#N)c1 (stereo not drawn)	x	x	12	0.2	x	x	x	0	1
CCOc1ccc(CCNC(=O)CCS(=O)(=O)c2ccc(C)cc2)cc1OCC	-26	0.2	8	-0.9	-1.6	-15	-1	-2	-11
Cc1nc(-c2ccc(C(=O)O)cc2)cs1	0	-0.3	5	0.3	0.0	-9	1	7	-17
CS(=O)(=O)CCC(C(=O)n1nnc2ccccc21)N1C(=O)c2ccccc2C1=O (stereo not drawn)	0	0.4	18	0.4	1.5	0	3	10	-11
O=C(Nc1ncc(Cc2ccc(SC(F)F)cc2)s1)c1ccccc1	8	15	12	-0.5	14	2	-7	31	-13
CCOc1ccc(-c2nc(CS(=O)(=O)CC(=O)NCc3ccc(F)cc3)c(C)o2)cc1	-18	2.0	8	0.7	0.5	0	-10	14	-4
Cc1nc(N)[nH]c(=O)c1CCCNc1ccc(CCC2(CCl)OCCO2)cc1	x	x	-11	-0.6	x	x	x	-17	3
Cc1nn(Cc2ccccc2)c(Cl)c1C(=O)NCc1ccc(C)n1C	-12	-0.6	12	0.2	0.1	-9	-3	-10	3
C/C(=N/NS(=O)(=O)c1ccc(Cl)cc1)c1cccc(NC(=O)c2ccc(Cl)cc2Cl)c1	1	1.5	-6	0.4	0.1	-2	-11	27	7
CCOC(=O)c1cn(Cc2ccc(Br)cc2)nn1	-5	2.1	-11	0.3	1.1	-2	-7	-2	15
COc1cccc(/C=C2\SC(=S)N(C(C)C(=O)NC3C=CS(=O)(=O)C3)C2=O)c1 (stereo not drawn)	-21	4.3	28	7.4	3.6	-15	-7	3	-10
O=C(COC(=O)Cn1cnc2ccccc21)NCc1ccc(F)cc1	-9	0.2	8	1.3	2.2	0	-8	-1	-11
O=C(O)c1ccccc1NC(=O)C(Cc1ccccc1)N1C(=O)c2ccccc2C1=O (stereo not drawn)	9	1.8	15	0.1	-0.9	-2	-6	-1	-8
COc1ccccc1C(=O)NC(CCSC)C(=O)NC1CCCCCC1 (stereo not drawn)	-24	-2.0	26	-0.6	-2.3	-7	-21	-12	-10
Cc1ccc(C)c(-c2csc(NC(=O)C3=COCCO3)n2)c1	-10	-1.4	11	1.1	-2.2	x	-5	-31	-4
CC(=O)N1CCN(c2ccc(NC(=O)/C=C/c3ccccc3)cc2)CC1	4	0.6	17	2.5	0.6	-2	-3	0	-12
Cc1ccc(CNC(=O)CN(c2ccc(C(C)C)cc2)S(=O)(=O)c2c(C)noc2C)cc1	-24	-0.1	8	2.9	-1.8	1	-8	-46	-5
O=C(CC[C@H]1O[C@@H](n2cnc3c(NC(=O)c4ccccc4)ncnc32)[C@H](O)[C@@H]1O)N[C@@H](CO)c1ccccc1	x	x	7	0.7	x	x	x	-12	4
CCN1CCN(c2nc(Nc3cc(OC)ccc3OC)nc(Nc3cc(OC)ccc3OC)n2)CC1	-13	0.9	16	1.8	1.2	-6	-2	-14	-8
CCN1CCN(C(=S)c2ccc(OCC(=O)NCc3ccccc3)cc2)CC1	-20	0.3	14	0.1	0.7	-16	-1	4	-8
CCOc1ccc2nc(SCC(=O)c3cccs3)sc2c1	-15	0.9	18	0.9	-0.5	-17	-15	7	0
Cc1nc2cc(Cl)ccc2n1CCO	-6	0.1	-13	-0.1	0.8	-14	-2	12	-19
Cc1ccccc1C(=O)NC1CCN(C(=O)NC2CCCCC2)CC1	7	3.8	-10	-0.1	0.9	3	-5	-7	12
CC(CCc1ccccc1)NC(=O)c1cc2sccc2n1C (stereo not drawn)	-17	-1.4	12	0.0	-1.5	-5	-7	x	-9

Laid out differently: entries from further up.
molecule | CHO parental Ca | V1R ag counter | CHO-K1 Ca PAM | M1 ag parental | OXTR agonist | GPR7 antagonist | OXTR potentiator | TAAR1 antag | CHO-K1 Ca antag
Cc1ccc(CNC(=O)CN(c2ccc(C(C)C)cc2)S(=O)(=O)c2c(C)noc2C)cc1 | -24 | -0.1 | 8 | 2.9 | -1.8 | 1 | -8 | -46 | -5
CC(=O)N1CCN(c2ccc(NC(=O)/C=C/c3ccccc3)cc2)CC1 | 4 | 0.6 | 17 | 2.5 | 0.6 | -2 | -3 | 0 | -12
CCN1CCN(C(=S)c2ccc(OCC(=O)NCc3ccccc3)cc2)CC1 | -20 | 0.3 | 14 | 0.1 | 0.7 | -16 | -1 | 4 | -8
O=C(CC[C@H]1O[C@@H](n2cnc3c(NC(=O)c4ccccc4)ncnc32)[C@H](O)[C@@H]1O)N[C@@H](CO)c1ccccc1 | x | x | 7 | 0.7 | x | x | x | -12 | 4

The results go on.
SMILES	CHO parental Ca	V1R ag counter	CHO-K1 Ca PAM	M1 ag parental	OXTR agonist	GPR7 antagonist	OXTR potentiator	TAAR1 antag	CHO-K1 Ca antag
Cc1cc(=O)oc2cc(OCC(=O)NCCCN3CCOCC3)c(Cl)cc12	12	9.1	14	0.2	0.2	-4	-2	8	-4
CCOC(=O)c1c(S(=O)(=O)NCC(=O)Nc2cccc(C)c2)c(C)n(C)c1C	-20	-0.9	6	0.3	-1.2	-13	2	-18	-7
CCN(CCCNC(=O)CCn1c(=O)[nH]c2ccsc2c1=O)c1ccccc1	-17	0.5	-6	0.1	-0.3	-11	5	6	-3
O=C(COc1cccc2c1CCN(Cc1ccccc1F)C2=O)N1CCCCC1	-20	2.1	17	4.9	0.3	19	-11	5	-26
O=C(Cn1cnc2c(nnn2Cc2ccc(F)cc2)c1=O)Nc1cccc(F)c1	-4	0.7	16	0.2	0.0	-5	-7	2	1
O=C(C1=C(O)C(=O)N(CCCN2CCOCC2)C1c1ccccn1)c1cc2ccccc2o1 (stereo not drawn)	5	0.2	6	0.2	2.2	-3	-2	-16	2
O=C1CC(c2ccccc2)CN1S(=O)(=O)c1ccccc1 (stereo not drawn)	-12	-0.6	7	0.3	-0.7	-6	2	0	3
COc1ccc(Cn2cccc(NC(=O)Nc3ccc(F)cc3)c2=O)cc1	-14	3.9	14	1.4	0.7	-14	-23	10	-10
Oc1ccccc1OCc1nc2ccccc2s1	1	-0.6	9	0.8	0.4	19	3	-4	1
Nc1cc(=O)n(Cc2ccccc2)c(=O)n1Cc1ccccc1	x	x	4	0.1	x	x	x	4	1
O=c1cc(CN2CCN(S(=O)(=O)c3ccccc3)CC2)nc2sccn12	-14	0.2	0	0.3	-0.1	-7	-1	0	2
Cc1ccc2nc(SCC(=O)c3ccc4c(c3)OCO4)[nH]c2c1	-4	0.1	24	3.6	-0.9	-2	2	-3	-20
CCCC(C(=O)Nc1ccc(S(=O)(=O)Nc2nccs2)cc1)c1ccccc1 (stereo not drawn)	x	x	-11	0.3	x	x	x	-2	3
Nc1c(C(=O)Nc2ccc(S(=O)(=O)N3CCCC3)cc2)sc2nc3ccc(OC(F)(F)F)cc3cc12	8	3.4	6	2.0	0.3	-11	-5	x	-3
CCN(CC)S(=O)(=O)c1ccc(OC)c(NC(=O)Cc2cccs2)c1	-18	0.3	11	0.6	-1.9	-1	-11	-14	-3
CN(C(=O)CSc1nc(-c2ccc(C(C)(C)C)cc2)c(C#N)c(=O)[nH]1)C1CCCCC1	-2	0.5	29	0.1	-0.1	-1	-7	-14	-1
CC1CCC/C=C/C(=O)c2c(O)cc(O)cc2CC(=O)O1 (stereo not drawn)	-2	0.9	-8	0.5	3.9	x	1	7	7
O=C(c1cc(COc2ccc(F)cc2Cl)on1)N1CCCCCC1	-19	1.1	3	1.3	-1.2	6	-12	-17	-7
COc1ccc(N(C)C(=O)c2cc3c(s2)-c2ccc(Cl)cc2S(=O)(=O)C3)c(OC)c1	-21	-0.5	-5	0.1	-2.0	-1	-23	13	-2
CS(=O)(=O)c1ccc(Cl)c(NC(=O)CN2CCN(C(=O)c3cccs3)CC2)c1	-4	1.3	2	0.8	2.3	x	0	-23	-4
COc1cccc(NS(=O)(=O)c2c(C)n(C)c(=O)n(C)c2=O)c1	-2	0.6	15	3.3	0.4	-11	-6	-17	-8
CC1(C)NC(=O)N(CC(O)CN2C(=O)CCC2=O)C1=O (stereo not drawn)	-8	-0.3	22	0.6	1.3	-5	-1	13	-10
CCCCCN(C(=O)CCC(=O)OCC(=O)N1CCCC(C)C1)c1c(N)n(CCCC)c(=O)[nH]c1=O (stereo not drawn)	-11	0.0	28	0.4	0.1	-5	-6	-3	-13

High-throughput results (PubChem BioAssay)
